High-throughput results: PubChem, several laboratories
PfHsp40 yeast: rescue of yeast from PfHsp40 toxicity, primary screen, S. cerevisiae, ATP luminescence. S. cerevisiae expressing PfHsp40, growth rescue. growth rescue, % at 12.5 µM. 0.68% of 340,000 active. AID 504582, 2011; in the data active means growth rescue above about 28%, passing the limit was not always enough; inconclusive means no clear call, values can overlap the other calls;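 further: yeast W303a lacking pdr1 and pdr3 grown in galactose medium; growth measured after three days at 30 °C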
GDH-TPI inh: GDH-TPI coupling enzyme inhibitors, primary screen, artefact control for M. tuberculosis FBA inhibitor project, biochemical, absorbance, full deck | AID 588335, 2011 | inhibition, % at 4.8 µM | GDH-TPI coupled enzyme counterscreen, NADH absorbance | 1.2% of 360,000 active; in the data active means inhibition above about 30%;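 further: 0% = DMSO wells and 100% = wells lacking the enzyme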
FadD28 FP inh: inhibitors of FadD28 bisubstrate probe binding, primary screen, biochemical, fluorescence polarization, single point; Mycobacterium tuberculosis FadD28 fatty-acid-AMP ligase; inhibition, % at 12.5 µM; 0.22% of 360,000 active; AID 588549, 2011; in the data active means inhibition above about 8.5%, passing the limit was not always enough; inconclusive means no clear call, values can overlap the other calls
BoNT F protease: BoNT/F light chain protease inhibitors, primary screen, biochemical, flow cytometry, MLPCN library; AID 588497, 2011; inhibition, % at 10 µM; Multiplex microsphere protease cleavage assay; Botulinum neurotoxin type F light chain protease (Clostridium botulinum); 0.22% of 360,000 active; in the data active means inhibition above about 35%, passing the limit was not always enough; inconclusive means no clear call, values can overlap the other calls; further: plate controls were buffer without enzyme for full effect and enzyme alone for no effect
UGM FP inh: M. tuberculosis UGM enzyme inhibitors, primary screen, biochemical, fluorescence polarization, single point; UDP-galactopyranose mutase (Mycobacterium tuberculosis (strain ATCC 25618 / H37Rv)), …; purified UGM, fluorescence polarization probe displacement; inhibition, % at 10 µM; 0.06% of 320,000 active; AID 504406, 2011; in the data active means inhibition above about 10%, passing the limit was not always enough; inconclusive means no clear call, values can overlap the other calls
Target sequence (P9WIQ1 whole entry, looked up): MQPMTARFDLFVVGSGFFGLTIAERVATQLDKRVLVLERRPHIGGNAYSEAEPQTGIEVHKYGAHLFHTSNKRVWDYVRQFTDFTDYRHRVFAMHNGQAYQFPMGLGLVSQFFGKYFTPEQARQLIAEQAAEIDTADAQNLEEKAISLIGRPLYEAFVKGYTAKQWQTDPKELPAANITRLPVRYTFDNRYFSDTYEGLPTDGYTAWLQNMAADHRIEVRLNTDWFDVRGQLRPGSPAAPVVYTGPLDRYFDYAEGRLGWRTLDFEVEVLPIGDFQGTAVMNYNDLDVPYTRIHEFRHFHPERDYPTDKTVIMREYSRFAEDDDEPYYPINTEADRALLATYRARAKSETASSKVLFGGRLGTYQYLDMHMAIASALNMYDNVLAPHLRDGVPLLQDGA
BoNT-A LC inh2: BoNT/A light chain protease inhibitors, primary screen, biochemical, flow cytometry, MLPCN library. Botulinum neurotoxin type A light chain protease (Clostridium botulinum A str. ATCC 3502). 0.17% of 360,000 active. inhibition, % at 10 µM. AID 588499, 2011. multiplex microsphere protease substrate cleavage; further: plate controls were buffer without enzyme for full effect and enzyme alone for no effect
Anthrax LF prot: Bacillus anthracis LF protease inhibitors, primary screen, biochemical, multiplex microsphere, MLPCN library; inhibition, % at 10 µM; Lethal factor (Bacillus anthracis), P15917; multiplex microsphere protease cleavage assay; 0.12% of 360,000 active; further: plate controls were buffer without enzyme for full effect and enzyme alone for no effect
FBA Mtb inh: Mtb FBA enzyme inhibitors, primary screen, biochemical, fluorescence, strain H37Rv; Fructose-bisphosphate aldolase (Mycobacterium tuberculosis (strain ATCC 25618 / H37Rv)), …; purified M. tuberculosis FBA, fluorescence read-out; 2.3% of 360,000 active; inhibition, % at 1 µM; AID 588726, 2011; in the data active means inhibition above about 27%;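 further: 0% = vehicle and 100% = reference inhibitor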
Target sequence (P9WQA3 whole entry, looked up): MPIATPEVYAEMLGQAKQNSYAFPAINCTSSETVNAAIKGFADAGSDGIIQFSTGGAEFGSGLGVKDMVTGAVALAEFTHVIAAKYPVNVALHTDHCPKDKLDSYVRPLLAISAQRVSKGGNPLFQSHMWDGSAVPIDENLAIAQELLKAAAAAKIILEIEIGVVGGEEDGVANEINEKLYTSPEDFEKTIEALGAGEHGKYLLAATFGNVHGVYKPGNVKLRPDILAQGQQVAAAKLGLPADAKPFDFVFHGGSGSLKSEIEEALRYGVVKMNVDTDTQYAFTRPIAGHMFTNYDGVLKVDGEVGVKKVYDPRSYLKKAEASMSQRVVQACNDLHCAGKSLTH
Mtb BioA inh: M. tuberculosis BioA enzyme inhibitors, primary screen, biochemical, plate reader, single point, HTS. 7,8-diaminopelargonic acid synthase BioA (Mycobacterium tuberculosis). purified M. tuberculosis BioA enzyme. inhibition, % at 9.99 µM. 0.096% of 360,000 active. AID 602481, 2012; in the data active means inhibition above about 40%; inconclusive means no clear call, values can overlap the other calls
An asterisk follows results filed as active; u = inconclusive; x = not tested or not shown; & = joins results of further samples. Unless noted, no stated cut-off is given here; in the data, active means inhibition above about 30%; inconclusive means no clear call, values can overlap the other calls; inactive means below that.

SMILES | PfHsp40 yeast | GDH-TPI inh | FadD28 FP inh | BoNT F protease | UGM FP inh | BoNT-A LC inh2 | Anthrax LF prot | FBA Mtb inh | Mtb BioA inh
CCN1CCN(CCCNC(=O)C2CCCN(c3nnc(-n4cccc4)s3)C2)CC1 (stereo unspecified) | -1.4 | 5 | -1.5 | 1 | -1.3 | -0.5 | -3 | 4 | -0.5
Cc1ccc(Nc2nc(N3CCOCC3)nc(N3CCOCC3)n2)cc1Cl | -1.4 | 3 | -0.5 | x | -2.1 | x | x | 2 | -1.5
O=C(O)c1ccc(N(Cc2ccccc2)S(=O)(=O)c2ccccc2)cc1 | 1.1 | -3 | -1.4 | 12 | -2.4&0.8 | -1.8 | 4 | 3 | 0.7
CN(C)CCN1C(=O)C(=O)/C(=C(/O)c2ccc(S(=O)(=O)N3CCOCC3)cc2)C1c1ccc(Br)cc1 (stereo unspecified) | 0.6 | 20 | -1.2 | 0 | -1.4 | 0.2 | 0 | 0 | -1.5
CCOC(=O)C(C)(C)N(Cc1cccc(C)c1)S(=O)(=O)c1ccc(Cl)c([N+](=O)[O-])c1 | 2.1 | 2 | -0.3 | -7 | -3.3 | 0.2 | 0 | 2 | -1.4
O=C(/C=C\Nc1ccc(S(=O)(=O)Nc2ncccn2)cc1)c1ccccc1 | -2.3 | 19 | -1.5 | 2 | x | -0.5 | 2 | 2 | -0.8
CCOC(=O)C1(c2ccccc2)CCN(CCC(=O)Nc2ccc(F)cc2)CC1 | -1.3 | 5 | -0.5 | 8 | 1.5 | 0.4 | 3 | 1 | -3.0
O=C(c1ccc(S(=O)(=O)N2CCCC2)cc1)N1CCCCC1 | 1.0 | -2 | -1.8 | -6 | x | -1.6 | 0 | 0 | x
O=C(Nc1cccc(S(=O)(=O)N2CCCCC2)c1)c1ccc2ncsc2c1 | 1.9 | -14 | -6.2 | -13 | 0.8 | -1.6 | -12 | 0 | x
Nc1c(C(=O)NCc2ccco2)nnn1Cc1ccccc1 | 1.0 | 10 | 0.2 | 2 | -1.0 | -0.7 | -2 | -1 | -0.7
CCOc1ccc(NC(=O)CSc2nnc(C34CC5CC(CC(C5)C3)C4)n2C)cc1 | 0.3 | 11 | 0.0 | 0 | -0.4 | -1.8 | -1 | -1 | -1.0
CCC1S/C(=N/N=C/c2ccco2)N(Cc2ccccc2C)C1=O (stereo unspecified) | 3.5 | 12 | -3.1 | u | -2.0 | u | 41* | -1 | x

As entered above:
`O=C(c1ccc(S(=O)(=O)N2CCCC2)cc1)N1CCCCC1` @ Anthrax LF prot: 0
`CCOc1ccc(NC(=O)CSc2nnc(C34CC5CC(CC(C5)C3)C4)n2C)cc1` @ FadD28 FP inh: 0.0
`CN(C)CCN1C(=O)C(=O)/C(=C(/O)c2ccc(S(=O)(=O)N3CCOCC3)cc2)C1c1ccc(Br)cc1` (stereo unspecified) @ PfHsp40 yeast: 0.6

Remaining list, next part:
SMILES | PfHsp40 yeast | GDH-TPI inh | FadD28 FP inh | BoNT F protease | UGM FP inh | BoNT-A LC inh2 | Anthrax LF prot | FBA Mtb inh | Mtb BioA inh
COc1ccc(NC(=O)Cn2ncn3nc(-c4ccc(OC)cc4)cc3c2=O)cc1 | -0.8 | -3 | -3.0 | -2 | 0.7 | -0.9 | -3 | 6 | -0.5
O=C(NCc1cccs1)C1(S(=O)(=O)c2ccccc2)CC=CC1 | -2.1 | 6 | -2.4 | 5 | -1.9 | 0.1 | -2 | 0 | -3.0
O=C(CN1C(=O)c2ccccc2C1=O)Nc1nccs1 | -1.0 | -3 | 0.5 | 3 | -3.2 | 0.0 | 4 | 2 | x
C/C(=N/NC(=O)CNC(=O)c1cccnc1)c1ccc(Cl)c(Cl)c1 | -1.4 | -2 | -0.5 | 17 | -0.9 | 0.7 | 13 | 2 | 1.0
Cc1cccc2c(=O)oc(-c3ccccc3Cl)nc12 | -1.3 | 2 | -0.5 | x | 0.8 | x | x | 0 | -0.6
COc1ccc(C(C)=O)cc1CN(C)C | -1.7 | 6 | -2.2 | 1 | -1.3 | 0.7 | 10 | -4 | x
CCCCOC(=O)c1nc(Cl)c(Cl)c(N)c1Cl | 0.3 | 3 | -2.4 | 5 | -1.3 | 1.4 | -2 | 5 | -3.8
Nc1cc(=O)[nH]c(SCC(=O)Nc2ccc3c(c2)CCC3)n1 | 24 | 4 | -1.6 | 1 | -1.4 | -0.8 | 2 | 2 | -0.1
O=C(c1ccccc1)c1cnc(-c2ccc(Cl)cc2)s1 | -1.1 | 7 | 0.7 | 1 | -2.4 | -0.4 | -6 | 7 | x
CCCN1CCN(C(=S)Nc2ccc3nc(N4CCN(CC)CC4)cc(C)c3c2)CC1 | -0.8 | 14 | -3.8 | -2 | 0.0 | -0.3 | -1 | 11 | 0.2
O=C1C=C(c2ccc3ccccc3c2)C[C@@H](c2ccc(F)cc2)C1 | -0.7 | 1 | -2.2 | 2 | -1.2 | 0.0 | -2 | 1 | 0.8
O=C(NC1CCS(=O)(=O)C1)c1ccc2c(c1)OCO2 (stereo unspecified) | 44* | -1 | -3.4 | -7 | -0.9 | 3.2 | 0 | -3 | -0.2
O=C(/C=C/c1ccccc1)Nn1c(-c2cccs2)nc2ccccc2c1=O | -1.3 | 11 | 1.3 | 0 | -1.9 | 0.9 | 0 | 2 | x
O=c1c2ccccc2nc(/C=C/c2cccc(Br)c2)n1CCCO | 4.3 | 27 | -1.8 | 2 | -0.5 | -3.0 | 0 | 2 | -1.4
C(=NNC1=NCCN1)c1ccnc2ccccc12 | x | x | -3.3 | 0 | x | -0.3 | -1 | 4 | x
CCC(C)(C)NC(=O)C(c1cccc(OC)c1OC)N(C(=O)CCC(=O)Nc1cc(C)on1)C(C)C (stereo unspecified) | 0.7 | -3 | 1.0 | 5 | 1.4 | 2.6 | 4 | -1 | -1.0
CC(C)c1ccc(C(N)=S)cc1 | 0.4 | -6 | -3.9 | -6 | -5.7 | -0.5 | 0 | -1 | x
COc1ccccc1C1c2ccc3ccccc3c2Oc2ncn(CCN(C)C)c(=N)c21 (stereo unspecified) | -0.6 | 6 | -9.4 | 34 | 3.2 | 3.0 | -3 | -1 | -1.7
O=[N+]([O-])c1ccc2c(c1Nc1ccccc1)=NC1(CCCCC1)N=2 | -0.6 | 10 | -1.4 | -3 | -2.5 | 2.0 | -2 | -5 | -0.1
O=S(=O)(c1cc(F)ccc1F)N1CCC2(CC1)OCCO2 | -0.2 | 5 | 0.4 | 0 | 2.5 | -0.5 | -1 | 4 | -0.3
COc1ccc2nc(NC(=O)CCc3cc(OC)c(OC)c(OC)c3)sc2c1 | 1.4 | -11 | -3.3 | -1 | 1.2 | 0.6 | 0 | 3 | x
COc1ccc(-c2n[nH]c(=S)n2Cc2ccco2)cc1 | 1.1 | -9 | -1.0 | -5 | 0.3 | -3.4 | -2 | 2 | x
O=C(NCCc1ccccc1)c1cc(S(=O)(=O)N2CCCC2)ccc1F | -0.4 | -3 | -3.0 | -5 | -0.4 | 0.7 | -1 | -1 | 1.7
CCOc1ccc(-n2c(=S)sc3c(=O)n(-c4ccccc4)c(SCC(=O)O)nc32)cc1 | -0.7 | 18 | -1.2 | 9 | -0.9 | 0.1 | -4 | 1 | x
Cc1ccc(N2CN(Cc3cccnc3)CNC2=S)c(C)c1 | 0.6 | -1 | -1.0 | -1 | -0.4 | -0.1 | -1 | -4 | x
COc1cccc(OC)c1C(=O)Nc1cccc2c1CCCC2 | -0.7 | 3 | -3.4 | 11 | -0.3 | -0.8 | -4 | 1 | 0.1
Cc1nc(-c2cccnc2)sc1C(=O)Nc1ccc(Cl)cc1 | -0.4 | 8 | -5.0 | 1 | -1.8 | 1.2 | -5 | -1 | 27
CCOC(=O)C1CCCN(CC(=O)/C=C2/N(C)c3ccccc3C2(C)C)C1 (stereo unspecified) | 1.8 | 31* | -0.6 | 1 | 0.7 | 1.5 | 2 | 6 | -1.1
CCOC(=O)c1sc(NC(=O)CSc2nc(C)cc(C(F)(F)F)n2)c(C#N)c1C | 0.9 | -9 | -2.8 | -1 | -0.2 | -1.8 | 0 | -1 | x
CN(Cc1ccccc1)CC1C2CCC(C2)C1O (stereo unspecified) | 0.0 | 14 | -0.5 | -4 | x | 0.0 | 3 | 6 | 0.8
CC(C)c1ccc(NC2CCCN(C(=O)CN3C(=O)CSC3=O)C2)cc1 (stereo unspecified) | 1.4 | -5 | -1.1 | 0 | 0.5 | 2.7 | -2 | -1 | -0.1
O=C(OCC(=O)c1c[nH]c2ccccc12)C1=COCCO1 | 0.3 | -1 | -3.1 | -2 | -2.9 | 0.9 | -5 | 4 | -0.1
CCOC(=O)C1=C[C@]2(CC)CCCN3CCc4c(n1c1ccccc41)[C@@H]32 | 0.1 | 13 | -0.1 | -11 | -0.7 | -0.2 | -2 | 6 | -0.4
N#Cc1ccccc1OCC(=O)NC(=O)NCc1ccco1 | -0.8 | 8 | -2.7 | -7 | 2.4 | -0.1 | -1 | 5 | x
CCOc1ccc(NS(=O)(=O)c2ccc(C(=O)N3CCN(c4ncccn4)CC3)cc2)cc1 | -0.2 | 9 | -1.0 | 0 | 1.0 | -0.4 | 0 | 7 | x
Cn1c(=O)n(C)c2cc(N3CCOCC3)c(NC(=O)c3ccc(F)cc3)cc21 | 0.1 | 0 | -0.1 | 3 | 0.5 | -1.9 | -5 | -2 | -1.0
CCCCCCn1c(SCCN2CCOCC2)nc2c1c(=O)[nH]c(=O)n2C | 0.3 | 7 | -4.2 | -12 | -0.5 | 0.3 | 1 | 2 | -1.6
COC(=O)N/N=C/c1ccc(OC(=O)/C=C/c2ccco2)cc1 | x | 12 | -1.7 | -44 | -1.5 | -3.9 | 8 | 3 | -0.8
C(=N\Nc1nncc2ccccc12)/c1ccccc1 | -0.1 | -5 | -2.9 | u | 2.0 | u | -2 | -1 | x
CC(=O)c1ccc(N2CCN(C(=O)c3ccc(NC4=NC5CS(=O)(=O)CC5S4)cc3)CC2)cc1 (stereo unspecified) | -0.3 | 24 | -0.2 | -5 | 1.5 | -0.3 | 2 | -2 | -0.4
COc1ccc(Cc2nc3ccc(C(=O)N4CCC(C(N)=O)CC4)cc3o2)cc1 | x | 3 | -1.6 | -1 | x | 0.1 | -6 | -2 | 1.3
COc1ccc(-c2csc(C(NC(C)=O)c3cccc(F)c3)n2)cn1 (stereo unspecified) | x | -1 | 0.4 | -4 | x | 0.4 | -6 | 5 | 0.6
O=[N+]([O-])c1cc(-c2nc(-c3ccncc3)no2)ccc1Cl | 1.2 | 5 | -1.6 | 5 | 0.8 | -0.4 | 1 | 0 | -0.4
CCCc1nnc(NC(=O)CCC(=O)N2CCN(Cc3cc(F)ccc3OC)CC2)s1 | -0.8 | 4 | -3.5 | x | 0.1 | x | x | 0 | -0.9
O=C(NCc1ccco1)c1ccc2ccccc2n1 | 2.0 | -2 | -2.7 | -4 | -0.4 | -0.2 | -4 | 0 | x
